C2C12 statin = suppressors of statin myotoxicity in C2C12 myotubes, primary screen, cell-based, single point, plate reader. AID 602340, 2012. rescue of ATP level, % at 7.49 µM. C2C12 myotubes + simvastatin, ATP luminescence, 48 h; scaled: DMSO 0, geranylgeraniol control 100. 330,000 tested, 0.78% active;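 active means mean ATP rescue above about 67%, or every replicate alone reaching that limit, limit read from the data, passing the limit was not always enough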;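 further: myotubes were challenged with 10 µM simvastatin during compound exposure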
Cneo AK release = Cryptococcus neoformans cell lysis inducers, primary screen, AK release luminescence, single concentration; C. neoformans lysis, adenylate kinase release luminescence, 4 h; normalised: neutral wells 0, clomiphene wells 100; lysis activity, % at 15 µM; 360,000 tested, 0.2% active; AID 651654, 2012;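 active means mean lysis activity across replicates of at least 80%, whatever share of replicates individually reach that level; inactive means mean lysis activity below 80%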
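Material: C. neoformans cells; Schedule: 4 h static compound exposure, 37 °C, read 1 h post-reagent; Measured by: adenylate kinase release luminescence; Read-out: signal increase indicating cell lysis; Controls: Clomiphene as positive lysis control.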
ARNT TACC3 PPI = disruptors of ARNT/TACC3 protein interaction, primary screen, biochemical, AlphaScreen, single concentration. AlphaScreen His-ARNT PAS-B/GST-TACC3 binding, luminescence; TACC3 fragment carries E629A point mutation. inhibition, % at 9.99 µM. 390,000 tested, 0.66% active. AID 623870, 2012;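 active means mean inhibition of replicates at least 50% and at least half of replicates each reaching 50%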;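 further: 0% = complete ARNT plus TACC3 wells and 100% = ARNT alone without TACC3; many hits fall short of the cut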
PGC1a acetyl inh = inhibitors of PGC1a acetylation signal, primary screen, cell-based, U2OS, AlphaScreen, inhibitor mode | AlphaScreen anti-acetyl-lysine; with virally co-expressed GCN5 acetyltransferase | inhibition, % at 15.6 µM | 350,000 tested, 0.17% active;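 active means every replicate shows inhibition of at least 40%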;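 further: 0% = neutral control wells and 100% = positive control wells; some results beyond the cut were filed as inactive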
PglD inh = C. jejuni PglD acetyltransferase inhibitors, primary screen, biochemical, DTNB colorimetric, single point. UDP-N-acetylbacillosamine N-acetyltransferase PglD (Campylobacter jejuni). purified PglD enzyme, DTNB colorimetric CoA detection. inhibition, % at 12.5 µM. 360,000 tested, 0.098% active; in the data active means inhibition above about 16%, passing the limit was not always enough; further: strong numbers were not always called active
GSIS activator = GLuc luminescence reporter in INS-1E cells, primary screen for activators of glucose-dependent secretion of insulin; INS-1E GLuc reporter insulin secretion, 2-3 h; activation, % at 16.6 µM; 370,000 tested, 0.61% active; AID 743287, 2014;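 active means lowest replicate activation of at least 40%, so every replicate reaches that level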;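 further: 0% = median of neutral control wells and 100% = median of IBMX positive control wells; some compounds called inactive have numbers as strong as hits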
PAX8 reporter = inhibitors of PAX8-driven TPO luciferase reporter, primary screen, RMG-I cells, single concentration; 360,000 tested, 1.2% active; inhibition, % at 12.6 µM; SteadyGlo, 24 h;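 active means mean replicate inhibition at least 60% with every replicate also reaching 60%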;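 further: luciferase light reporting Pax8 driven TPO promoter activity; plate controls were median of neutral control wells for no effect and mitoxantrone controls for full effect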
LGR2 inh = inhibitors of bursicon-induced LGR2 CRE-luciferase signal, primary screen, cell-based, HEK293, CRE-luciferase reporter, bursicon stimulation. inhibition, % at 9.99 µM. bursicon-stimulated, 4 h. Drosophila bursicon receptor LGR2 (rickets). 380,000 tested, 0.35% active;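 active means drop in luminescence signal, shown as inhibition above about 50% in the replicate tests, limit read from the data, passing the limit was not always enough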;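 further: agonist challenge used bursicon conditioned medium at about half maximal strength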
* hit, by the source's call; · = not tested or not shown.

SMILES	C2C12 statin	Cneo AK release	ARNT TACC3 PPI	PGC1a acetyl inh	PglD inh	GSIS activator	PAX8 reporter	LGR2 inh
COc1cccc(-c2ncc3ccccc3c2COC(=O)c2ccc(F)cc2)c1	13	-1	2	1	1	-7	15	-7
COc1ccc(OC)c(C2=NOC(C(=O)Nc3cccnc3)C2)c1 (stereo unspecified)	8	0	-12	-3	3	·	·	·
COC(=O)c1cn(-c2cccc(C)n2)cn1	·	·	1	-2	·	25	-1	-5
Cc1ncc(C23CC4CC(CC(C4)C2)C3)[nH]1	-29	-2	-3	-6	2	14	·	-11
O=S(=O)(NC1CCCCC1N1CCN(c2cccc(Cl)c2)CC1)c1ccccc1 (stereo unspecified)	10	3	3	-28	3	·	·	·
Cc1ccc2[nH]c(CSc3ccccc3)cc(=O)c2c1	-6	0	-2	4	-1	10	-20	-3
O=C(N/N=C/c1ccc(-c2ccccc2)o1)c1ccccc1O	·	·	0	·	·	24	-24	-13
O=C(OCc1nc2ccc(Cl)cc2n1CCO)c1ccccc1	-1	·	5	·	·	-6	13	-18
Cc1sc(NC(=O)c2ccc3ncsc3c2)c(C(N)=O)c1C	-18	-3	·	-2	-3	7	-207	-96
CCn1cc(C(=O)NC(C)C)c(=O)c2cc(F)c(N3CCN(C(=O)c4ccco4)CC3)cc21	·	·	6	·	·	12	25	8
COc1ccc([N+](=O)[O-])cc1NC(=O)c1ccc(-n2nc(C)cc2C)cc1	·	·	-17	-4	·	-4	-9	-6
O=C1CN(C(=O)COC(=O)CNS(=O)(=O)/C=C/c2ccccc2)c2ccccc2N1	·	·	2	·	·	-30	-22	-33
COc1ccccc1C(=O)Nc1ccc(OCC(=O)N2C(C)CCCC2C)cc1 (stereo unspecified)	12	-1	0	-5	3	17	-17	-3
CCNc1ccc(Br)cc(C(=O)/C=C/c2ccccc2Cl)c1=O	12	-1	5	6	-1	·	·	·
O=C(NCCN1CCOCC1)c1ccc2c(c1)N(Cc1ccc(Cl)cc1)CCS2	·	-1	2	-2	4	-3	10	-2
CCN(CC(=O)Nc1c(F)cccc1F)C(=O)CCC(=O)c1ccc(F)cc1	·	·	-4	·	·	-13	3	-12
CN(C)S(=O)(=O)N1CCC(n2nccc2NC(=O)CCCc2ccccc2)CC1	7	-2	-2	17	5	2	-7	-1
O=C1CCCCCCC1Sc1ccccc1[N+](=O)[O-] (stereo unspecified)	5	6	1	1	0	·	·	·
COc1ccc(C2(C)NC(=O)NC2=O)cc1OC (stereo unspecified)	-1	1	1	2	7	48	-4	-8
O=C(COC(=O)CNC(=O)c1ccccc1)NC12CC3CC(CC(C3)C1)C2	3	2	·	-6	2	-10	-2	-11
CSCCC(NC(=O)c1cccc(S(=O)(=O)N2CCN(C(C)=O)CC2)c1)c1nc2ccccc2[nH]1 (stereo unspecified)	-2	0	-2	·	-5	38	0	-7
Nc1nnnn1/N=C/c1ccccc1OCc1ccccc1	·	-1	0	·	4	·	-7	·
CCCNC(=S)NC1CC2CCCC(C1)N2Cc1ccccc1OC (stereo unspecified)	14	3	·	·	-4	7	1	-1
CCOC(=O)c1ccc(NC(=O)c2nccnc2C(=O)O)cc1	19	0	5	6	1	·	-16	-6
COc1cc(/C=C/C(=O)OCC(=O)NCc2ccc3c(c2)OCO3)cc(OC)c1OC	16	1	-5	3	-8	-13	6	10
Cc1cc2cc(CN(CC3CCCO3)C(=O)c3cnccn3)c(=O)[nH]c2cc1C (stereo unspecified)	0	2	2	3	5	·	·	·
CC1(c2nnc(-c3ccc(Cl)cc3)o2)CC(c2ccc(Cl)cc2)=NO1 (stereo unspecified)	2	1	11	·	9	17	-4	-8
COc1ccc(S(=O)(=O)N2CCCOC2CNC(=O)C(=O)NCCc2ccco2)cc1 (stereo unspecified)	0	0	18	·	2	·	·	3
Cc1ccccc1NC(=O)Cc1nc(COC(=O)CSc2ccc(F)cc2)cs1	-2	-7	·	18	-5	4	19	6
CCCNC(=O)c1ccc(COc2ccc(C)cc2)o1	-3	1	-3	14	1	3	-21	-2
COc1ccc(CC(=O)NCc2ccc3c(c2)cc(C)n3C)cc1OC	·	·	1	-7	·	2	6	20
COc1cccc(-c2nnc(SCC(=O)N3CCCC3=O)n2-c2ccccc2)c1	0	1	-21	·	-2	8	·	0
O=C(COC(=O)c1ncc(Cl)c(Cl)c1Cl)Nc1ccc(Cl)cn1	3	·	-3	·	·	23	·	5
COc1ccc(CNC(=O)CCNS(=O)(=O)c2ccc(Br)s2)cc1	-12	-3	-1	4	2	15	-1	3
Cc1ccc(S(=O)(=O)Nc2ccc3c(c2)CC(=O)N([C@H](C)CO)C[C@H](C)[C@H](CN(C)S(=O)(=O)c2ccccc2)O3)cc1	12	-3	-4	-2	1	-18	8	4
O=C(Nc1ccon1)c1cccc(Cl)c1	-11	-1	-1	7	-4	0	·	·

At a glance, 16 of the compounds above.
SMILES	C2C12 statin	Cneo AK release	ARNT TACC3 PPI	PGC1a acetyl inh	PglD inh	GSIS activator	PAX8 reporter	LGR2 inh
COc1cccc(-c2ncc3ccccc3c2COC(=O)c2ccc(F)cc2)c1	13	-1	2	1	1	-7	15	-7
COc1ccc(OC)c(C2=NOC(C(=O)Nc3cccnc3)C2)c1 (stereo unspecified)	8	0	-12	-3	3	·	·	·
COC(=O)c1cn(-c2cccc(C)n2)cn1	·	·	1	-2	·	25	-1	-5
Cc1ncc(C23CC4CC(CC(C4)C2)C3)[nH]1	-29	-2	-3	-6	2	14	·	-11
O=S(=O)(NC1CCCCC1N1CCN(c2cccc(Cl)c2)CC1)c1ccccc1 (stereo unspecified)	10	3	3	-28	3	·	·	·
Cc1ccc2[nH]c(CSc3ccccc3)cc(=O)c2c1	-6	0	-2	4	-1	10	-20	-3
O=C(N/N=C/c1ccc(-c2ccccc2)o1)c1ccccc1O	·	·	0	·	·	24	-24	-13
O=C(OCc1nc2ccc(Cl)cc2n1CCO)c1ccccc1	-1	·	5	·	·	-6	13	-18
Cc1sc(NC(=O)c2ccc3ncsc3c2)c(C(N)=O)c1C	-18	-3	·	-2	-3	7	-207	-96
CCn1cc(C(=O)NC(C)C)c(=O)c2cc(F)c(N3CCN(C(=O)c4ccco4)CC3)cc21	·	·	6	·	·	12	25	8
COc1ccc([N+](=O)[O-])cc1NC(=O)c1ccc(-n2nc(C)cc2C)cc1	·	·	-17	-4	·	-4	-9	-6
O=C1CN(C(=O)COC(=O)CNS(=O)(=O)/C=C/c2ccccc2)c2ccccc2N1	·	·	2	·	·	-30	-22	-33
COc1ccccc1C(=O)Nc1ccc(OCC(=O)N2C(C)CCCC2C)cc1 (stereo unspecified)	12	-1	0	-5	3	17	-17	-3
CCNc1ccc(Br)cc(C(=O)/C=C/c2ccccc2Cl)c1=O	12	-1	5	6	-1	·	·	·
O=C(NCCN1CCOCC1)c1ccc2c(c1)N(Cc1ccc(Cl)cc1)CCS2	·	-1	2	-2	4	-3	10	-2
CCN(CC(=O)Nc1c(F)cccc1F)C(=O)CCC(=O)c1ccc(F)cc1	·	·	-4	·	·	-13	3	-12

The list continues.
SMILES	C2C12 statin	Cneo AK release	ARNT TACC3 PPI	PGC1a acetyl inh	PglD inh	GSIS activator	PAX8 reporter	LGR2 inh
Cc1ccc2cc([N+](=O)[O-])ccc2n1	·	-1	3	24	-7	-3	-5	-11
CCc1ccc2[nH]c(=O)c(CN(Cc3ccc(OC)cc3)Cc3nnnn3CCOC)cc2c1	6	-1	1	·	3	·	·	·
CC(C)CNC(=O)C1c2ccccc2Oc2ccccc21	·	·	-33	·	·	8	12	5
COc1ccc(NC(=O)Nc2ccc3c(c2)C(=O)N([C@H](C)CO)C[C@@H](C)[C@H](CN(C)C(=O)Nc2ccc(OC)cc2)O3)cc1	15	0	-4	8	1	9	-7	-2
COC(=O)c1ccc(NC(=O)C2CC(=O)N(c3ccc(C)cc3)C2)cc1 (stereo unspecified)	4	0	-19	3	-1	0	·	-58
CC(=O)c1ccccc1OCc1ccc(C(=O)c2ccccc2)cc1	16	3	-1	-7	-5	-3	-19	-4
O=C(COC(=O)c1cc(Br)ccc1O)NC12CC3CC(CC(C3)C1)C2	6	0	-7	10	5	·	8	8
CC1C(=O)N2CCCc3cc(NS(=O)(=O)c4ccccc4)cc1c32 (stereo unspecified)	·	-5	5	·	4	14	19	5
O=C(C[C@H]1CC[C@H]2[C@@H](COC[C@H](O)CN2Cc2cccc(Cl)c2)O1)N1CCCCC1	51	-2	1	-9	0	-6	5	-8
Cn1c(-c2ccc(F)cc2)cnc1SCC(=O)Nc1ccccc1N1CCOCC1	·	1	-4	6	-3	·	·	·
COc1ccc(NC(=O)C2CC(c3ccc(Cl)cc3)=NO2)cc1 (stereo unspecified)	0	3	26	10	1	4	8	3
Cn1ccnc1SCC(=O)c1ccc(C#N)cc1	15	-1	-3	·	-4	11	-68	-7
O=C(Nc1ccccc1)N1CCCCN2[C@H](CO)[C@H](c3ccc(C#Cc4ccccc4)cc3)[C@H]2C1	·	14	19	-5	-3	-34	109*	-1
CCn1ccnc1CN(C)Cc1nc(-c2ccc3c(c2)OCO3)no1	-6	·	0	0	·	13	-61	-68
C=CCN1CCN(C(c2cc(OC)ccc2OC)c2nnnn2CC2CCCO2)CC1 (stereo unspecified)	-1	-3	-6	-8	0	12	·	-1
COc1cc(OC)c(OC)cc1/C=C(\C#N)C(=O)NCc1cccs1	4	-1	7	2	-11	-2	15	3
OCCN=c1cc(-c2ccccc2)oc2ccc(Cl)cc12	·	-1	5	13	-7	·	·	·
CCCC#Cc1ccc([C@@H]2[C@H](CO)N3CCCCN(C(=O)c4ccc5c(c4)OCO5)C[C@@H]23)cc1	·	1	11	-2	2	-14	8	0
COC(=O)C[C@H]1c2cc(C(F)(F)F)ccc2S(=O)(=O)N1C(C)(C)C	2	-1	·	·	6	-7	5	-5
C=CCn1c(C2CC2)n[nH]c1=S	·	·	-4	·	·	2	-5	13
O=C(Nc1ccc(C(F)(F)F)cc1)N[C@@H]1CC[C@H](CCn2cc(C3(O)CCCC3)nn2)O[C@H]1CO	-6	0	17	1	-1	-1	15	-2
CCN(CC(=O)NCc1ccc(Cl)cc1)C(=O)NCc1ccc(Cl)cc1	10	1	3	-16	0	-33	16	-10
Cc1ccn2c(=O)c(C(=O)O)cnc2c1	1	0	-1	·	-2	·	4	·
Cc1ccc(NS(=O)(=O)c2ccccc2)c([N+](=O)[O-])c1	5	-3	0	-8	2	27	-3	-5
Cc1cccc(NC(=O)c2cc(-c3ccc(C)s3)nc3ccccc23)n1	·	-10	7	-2	-2	·	17	·
C=CCn1c(Cc2csc(N)n2)nnc1SCC(=O)Nc1ccc(C(=O)OCC)cc1	-4	-3	61*	-14	-3	6	·	0
COc1ccccc1NC(=O)CSc1nc2sc(C)c(C)c2c(=O)n1C	5	-1	-9	3	-3	43	-3	9

Not a hit list. About 2.9% of those tested had a hit in this group.
